High-throughput results (PubChem)
CAL PDZ FP-1: CAL PDZ peptide-binding inhibitors, primary screen, biochemical, fluorescence polarization, Cer-tagged CAL PDZ, HTS. purified CAL PDZ, TMR-peptide fluorescence polarization, 1 h. inhibition, % at 20 µM. hit rate 0.02% among 330,000. AID 504414, 2011;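 active = highest replicate inhibition of at least 40%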;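 also: plate controls were DMSO neutral control wells for no effect and unlabeled competitor peptide control wells for full effect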
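System: tagged CAL PDZ domain. Schedule: 1 h room-temperature incubation prior to read. Signal: fluorescence polarization (mP). Measure: percent inhibition from loss of millipolarization.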
CAL PDZ FP-2: untagged CAL PDZ binding inhibitors, primary screen, biochemical, fluorescence polarization, HTS; Golgi-associated PDZ and coiled-coil motif-containing protein (Homo sapiens), Q9HD26; hit rate 0.92% among 300,000; inhibition, % at 24.9 µM; purified CAL PDZ, TMR-peptide fluorescence polarization, 1 h; AID 602252, 2012;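 active = mean inhibition of at least 30% with at least half of replicates also reaching 30%; inconclusive = no clear call, values can overlap the other calls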;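 also: 0% = DMSO neutral control and 100% = excess unlabeled competitor peptide PRC23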
E coli growth: E. coli V3065 growth inhibition, primary screen, counter-screen for AddAB inhibitor project, absorbance, OD600; inhibition, % at 11.9 µM; 18 h; hit rate 0.27% among 330,000;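 active = inhibition above the campaign's mean inhibition across all tested compounds plus 3 SD, cut at about 9.9% in these data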;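 also: uninfected addAB+ strain grown without phage in ampicillin broth; 0% = DMSO wells and 100% = ciprofloxacin 0.95 µg/ml wells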
MITF act: activators of MITF-driven TRPM1 promoter reporter, primary screen, cell-based, SK-MEL-5, luciferase, single point; SK-MEL-5 TRPM1-promoter luciferase, 24 h; % of positive control, neutral wells = 0; activation, % at 12.5 µM; hit rate 0.75% among 300,000; AID 588334, 2011;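 active = mean activation of at least 80% with every replicate also reaching 80%; inconclusive = mean reaches 80% but some replicate falls short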;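 also: 0% = neutral control wells and 100% = parthenolide positive control wells; values of inactives mirror those of a sister screen read the other way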
SR-BI DiI-HDL act: activators of SR-BI mediated DiI-HDL uptake, primary screen, ldlA[mSR-BI] CHO cells, DiI fluorescence. 3 h; 100 = double the neutral-control signal. activation, % at 12.5 µM. hit rate 0.096% among 320,000. AID 504775, 2011;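 active = mean replicate activation of at least 60% and every replicate at or above 60%; inconclusive = mean or all-replicate condition met, but not both; inactive = mean below 60% and not all replicates reaching 60%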;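 also: 0% = median plate neutral-control signal and 100% = twice that signal; values of inactives mirror those of a sister screen read the other way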
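Test system: SR-BI-overexpressing, LDLR-lacking CHO cells; Medium: Ham's F12 with 0.5% BSA, HEPES 25 mM, pH 7.4; Schedule: 3 h, 37 °C; Technique: bottom-read fluorescence, 550/595 nm.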
Tat export inh: E. coli Tat export inhibitors, primary screen, MC4100, TorA-mCherry reporter, fluorescence, single point. inhibition, % at 10 µM. hit rate 0.036% among 340,000;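 active = mean replicate inhibition at least 50% and at least half of replicates individually reaching 50%; inconclusive = only one of the two criteria met; inactive = neither criterion met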;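 also: exported cargo escapes ClpAP degradation while cytoplasmic cargo is degraded and loses fluorescence; 0% = median of neutral control wells and 100% = median of NaSCN control wells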
Wnt act: Wnt/beta-catenin pathway activators, primary screen, cell-based, plate reader, single point | Wnt/beta-catenin reporter cell assay, activator | activation, % at 9.35 µM | hit rate 1.2% among 300,000 | AID 743398, 2014; in the data active = activation above about 30%, passing the limit was not always enough; inconclusive = no clear call, values can overlap the other calls;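 also: 0% = neutral control wells and 100% = positive control wells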
SR-BI DiI inh: inhibitors of SR-BI mediated HDL lipid uptake, primary screen, ldlA[mSR-BI] cells, fluorescence, single point | Scavenger receptor class B member 1 (Mus musculus), Q61009 | ldlA[mSR-BI] CHO cells, DiI-HDL uptake fluorescence, 3 h | inhibition, % at 12.5 µM | hit rate 0.96% among 320,000;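 active = mean replicate inhibition of at least 70% and a set share of replicates each scoring 70 or more; inconclusive = meets just one of the two criteria; inactive = fails both criteria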;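 also: 0% = median of neutral control wells and 100% = median of positive control wells; values of inactives mirror those of a sister screen read the other way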
Target sequence (Q61009 whole entry, looked up): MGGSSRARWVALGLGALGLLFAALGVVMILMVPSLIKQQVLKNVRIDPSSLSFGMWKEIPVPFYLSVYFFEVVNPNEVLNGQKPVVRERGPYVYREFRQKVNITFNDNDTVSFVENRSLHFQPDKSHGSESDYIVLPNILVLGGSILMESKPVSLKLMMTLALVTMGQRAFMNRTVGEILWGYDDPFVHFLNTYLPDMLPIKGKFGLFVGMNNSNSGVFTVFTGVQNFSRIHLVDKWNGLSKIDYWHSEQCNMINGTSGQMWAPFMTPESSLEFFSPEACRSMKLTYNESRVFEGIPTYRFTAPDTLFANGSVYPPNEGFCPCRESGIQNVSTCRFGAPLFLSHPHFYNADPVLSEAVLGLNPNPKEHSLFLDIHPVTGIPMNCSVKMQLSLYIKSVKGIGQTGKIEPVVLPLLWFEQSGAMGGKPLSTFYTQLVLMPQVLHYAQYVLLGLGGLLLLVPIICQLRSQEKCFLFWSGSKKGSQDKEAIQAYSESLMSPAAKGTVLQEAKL
AddAB inh: growth inhibition of E. coli expressing H. pylori AddAB, primary screen, AddAB inhibitor project, absorbance | inhibition, % at 11.9 µM | hit rate 0.29% among 330,000 | AID 435030, 2010; in the data active = inhibition above about 12%;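 also: 0% = vehicle wells of infected cells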
phage Ecoli inh: growth loss of phage-infected E. coli, primary screen, RecBCD inhibitor project, absorbance, with phage, HTS; AID 651602, 2012; inhibition, % at 11.9 µM; hit rate 0.26% among 360,000; in the data active = inhibition above about 11%
* hit, by the source's call; ? = inconclusive; . = not tested or not shown.

compound,SR-BI DiI-HDL act,phage Ecoli inh,Tat export inh,MITF act,SR-BI DiI inh,E coli growth,AddAB inh,Wnt act,CAL PDZ FP-2,CAL PDZ FP-1
Cc1c(C(=O)N(Cc2ccc(N(C)C)cc2)C2CCS(=O)(=O)C2)oc2ccccc12 (centres undefined),-1,-0.2,17,.,1,-1.1,-1.5,-1,-2,-1.0
CCO[C@@H]1OC(C(=O)O)=C[C@H](c2ccc(C(F)(F)F)cc2)[C@H]1CCCO,11,3.6,-4,5,-11,-0.2,-0.3,2,-3,0.1
Cc1cccc(CN2C(=O)N/C(=C/c3ccc(C)s3)C2=O)c1,-14,3.3,7,5,14,0.2,1.0,.,0,-1.6
COc1ccccc1C1CCN(c2ccc([N+](=O)[O-])cn2)CC1,-11,-0.5,-4,16,11,-0.3,1.1,10,2,0.2
Cc1ccc(/C=C2\SC(=S)N(CCCC(=O)Nc3nccs3)C2=O)cc1,13,2.2,1,-2,-13,0.5,2.8,2,1,-0.1
COc1ccc(OCC(=O)Nc2ccccc2C(=O)NC2CC2)cc1,2,2.0,6,0,-2,-1.8,-0.8,-1,1,0.8
C=CCn1c(COc2cccc(C)c2)nnc1SC(C)C(=O)NC1CC1 (centres undefined),-3,-1.2,2,-3,3,-0.3,0.4,0,-4,0.0
O=C(/C=C/c1ccccc1)NCc1cccnc1,-11,2.7,3,-8,11,3.1,0.7,0,.,-0.4
O=C(CSCc1c(F)cccc1Cl)NNC(=S)NC1CCCCC1,7,4.2,-4,14,-7,-1.6,1.6,-3,-3,-3.5
FC(F)(F)c1cc(-c2cccs2)nc(-n2cc(Br)cn2)n1,-18,2.5,1,2,18,-0.6,2.8,-4,-4,-2.6
COc1ccc(/C=N/NC(=O)c2ccncc2)c(OC)c1,-21,-0.9,-5,-5,21,-1.2,0.7,3,-13,-0.8
CC(C)(C)[C@H]1C=C(C(=O)Nc2ccccc2)O[C@@H](OCc2ccc(CO)cc2)C1,-6,2.5,13,20,6,2.9,4.8,-4,-2,0.0
COc1ccc(NC(=S)N2CCN(C(=O)C3CCCO3)CC2)cc1 (centres undefined),16,0.4,-5,16,-16,.,.,10,-4,0.0
O=C1CSC(=S)N1Nc1ccccc1,10,1.4,-4,-10,-10,.,.,-3,53*,28
Cc1ccc(NC(=O)COC(=O)C2C3CC4OC(=O)C2C4C3)cc1 (centres undefined),7,2.6,-3,-5,-7,-3.1,1.7,-3,-2,-1.9
COc1ccc(NC(=S)NCCC(c2ccccc2)c2ccccc2)c(OC)c1,11,2.5,4,-5,-11,5.0,1.0,.,0,-1.2
COc1cc(Br)c(C(C)NC(=O)c2ccc(C)cc2)cc1OC (centres undefined),-16,2.3,-4,-2,16,-3.0,0.7,.,.,-0.3
Nc1ccc2oc(-c3cc(Br)ccc3Cl)nc2c1,27,.,-10,-50,-27,-1.5,0.7,0,.,0.5
COC(=O)c1cccc(N2C(=O)C3C4C=CC(CC4)C3C2=O)c1 (centres undefined),.,0.4,2,-10,.,-0.2,3.4,2,3,-0.8
CN(Cc1ccccc1)Cc1nc2c(c(=O)n(C)c(=O)n2C)n1Cc1ccccc1Cl,-6,1.5,3,.,6,1.7,1.0,.,-3,-2.8
C/C(=N\N1C(=O)c2ccccc2NC1c1ccccc1)c1ccccc1O (centres undefined),-85,3.0,-1,-3,85*,1.4,4.9,14,4,-0.9
CCOc1ccc(C(=O)n2cc(C(=O)OC)c3ccccc32)cc1OCC,-81,1.6,-4,.,81*,1.2,-0.5,-1,-6,-0.9
C/C(=C\CNc1ncnc2nc[nH]c12)CO,13,2.5,5,3,-13,4.3,3.9,-1,-4,0.4
CC(C)Oc1ccc(Nc2ncnc3ccccc23)cc1,11,7.0,0,?,-11,0.1,3.9,26,-3,-2.2
COc1ccc(CNC(=O)C(c2ccco2)N(C(=O)c2csnn2)c2cccc(C)c2C)cc1 (centres undefined),2,3.4,5,-5,-2,-0.2,-3.0,.,-1,.
Cc1cccc(OCC(O)CN2CCN(c3ccccn3)CC2)c1C (centres undefined),-22,3.6,-6,3,22,-1.9,2.4,-1,-4,-2.6
CCOc1ccc(Cn2nnc(C(=O)Nc3cc(C)cc(C)c3)c2N)cc1,-22,3.6,33,16,22,-2.4,4.8,0,-1,0.3
Cc1cc2c(ncn2Cc2ccccc2)c([N+](=O)[O-])c1C,-21,2.8,0,-2,21,0.2,2.8,.,.,-1.9
CC(C)n1c(SC2C(=O)CC(C)(C)CC2=O)nc2c1c(=O)n(C)c(=O)n2C,1,-0.5,-4,7,-1,0.2,2.3,2,-3,-1.5
Cc1cc(-c2nnc(-c3cccc(C(F)(F)F)c3)o2)no1,9,1.0,-8,61,-9,-2.6,0.2,19,-9,-0.1
NCc1ccccc1CS(=O)(=O)N1CCOCC1,21,0.8,-7,-2,-21,-0.8,3.4,-2,0,-1.7
O=C(O)CN1C(=O)CSC1=S,26,1.0,2,?,-26,.,.,4,-1,-0.1
COc1ccccc1NC(=O)CSc1nc(O)c(Cc2ccccc2)c(=O)[nH]1,12,0.6,3,-5,-12,0.1,-0.4,0,0,-2.0
COc1ccc2nc(-c3ccccc3)[nH]c2c1,-12,3.2,5,.,12,-0.2,-2.4,75*,-7,.
COc1ccc(/C=C/C(=O)OCc2csc(-c3ccccc3)n2)cc1OC,12,1.8,20,1,-12,-1.1,2.1,5,-6,0.2
CCOc1ncccc1C(=O)Nc1ccc(S(=O)(=O)Nc2cc(C)nc(C)n2)cc1,22,2.9,4,-8,-22,1.7,0.2,-4,0,0.3
CCc1ccc(CNC(=O)C2CCN(c3nnc(C)c4c(C)n(-c5ccc(C)cc5)nc34)CC2)cc1,-41,.,-6,-96,41,0.1,5.8,.,-3,-1.0
Cc1ccc(OCc2n[nH]c(=S)n2N)cc1C,-26,-0.1,20,19,26,-1.6,-0.2,0,-4,-3.2
COc1ccc(/C=C/C(=O)NC(=S)N2CCN(C)CC2)cc1,-9,0.6,5,12,9,-1.1,2.1,-2,3,-0.7
Cc1cc(C(=O)N/N=C/c2ccc([N+](=O)[O-])o2)c(C)o1,.,6.3,-12,-82,.,8.7,13*,6,-2,-3.2
COC(=O)C(/C=N/OCc1ccc([N+](=O)[O-])cc1)NC(=O)c1cccc(Cl)c1 (centres undefined),14,1.5,-4,4,-14,1.7,2.2,.,-2,-0.4
CCOC(=O)Cc1csc(NC(=O)/C=C\c2ccccc2)n1,-25,3.6,2,35,25,-1.2,1.7,13,-6,-3.3
O=C(CNC(=O)CNC(=O)c1ccc(Cl)cc1Cl)NCc1cccc(Cl)c1,-5,1.5,-1,-1,5,3.5,1.9,-3,-4,-0.6
CCCN(CC(=O)Nc1ccccc1OC)C(=O)c1ccc(S(=O)(=O)Nc2ccccc2OC)cc1,-39,2.4,-9,-7,39,.,.,-2,.,-0.2
C=CCNC(=O)N1CCC(c2nc3ccccc3s2)CC1,9,5.2,-7,.,-9,3.3,4.8,2,-6,-0.7
O=C(NC1CC1)C1C2C3C4CC5C3C5C4C12 (centres undefined),6,0.1,-1,-9,-6,3.2,0.5,.,-1,-1.7
O=C(CCC(=O)Nc1ccc(Cl)cc1Cl)N/N=C/c1ccc([N+](=O)[O-])o1,.,6.2,.,.,.,6.7,12,-12,.,.
CCCCCCn1c(CN2CCN(CCO)CC2)nc2c1c(=O)n(C)c(=O)n2C,22,1.8,-12,.,-22,-0.3,1.5,-2,.,-0.9
CCOC(=O)N1CCN(C(=O)COC(=O)c2ccccc2NCCO)CC1,36,0.7,2,-3,-36,0.6,-1.4,2,-2,-2.0
O=C1NC(=O)c2cc(Br)cc3cccc1c23,0,2.3,8,6,0,2.9,1.2,-1,-5,.
O=C(COC(=O)c1ccccc1[N+](=O)[O-])NNC(=O)c1cccs1,25,4.1,-1,-14,-25,2.4,2.8,3,1,-2.0
CC(C)C(=O)Nc1nnc(S(=O)(=O)N2CCc3ccccc32)s1,.,3.7,9,5,.,-1.2,-0.9,-1,.,-1.0
O=C(O)c1cc(=O)[nH]c2ccccc12,-5,0.3,1,-2,5,.,.,4,6,-2.3
CCOC(=O)c1c(C)[nH]c(C(=O)CN(C)CC(=O)Nc2ccccc2Cl)c1C,16,-1.2,-3,-16,-16,0.3,-0.3,-2,-4,-1.0
COC(=O)c1c(NC(=O)C2CC2)sc2c1CCN(C(C)=O)C2,8,1.8,0,2,-8,-1.7,-1.2,-2,.,0.7
Cc1cccc(C(CC(=O)O)NC(=O)C(F)(F)F)c1 (centres undefined),8,5.2,-6,-3,-8,1.4,6.9,-2,3,-1.0
CC(=O)N(c1nc(CCl)cs1)c1cccc(C)c1C,15,1.9,-3,1,-15,1.5,0.3,16,12,0.0
